Bioassay records from PubChem.
AMA1-RON2 inh: inhibitors of Plasmodium falciparum AMA1-RON2 interaction | AlphaScreen AMA1-biotinylated RON2 peptide binding | Potency, µM (top dose mostly 58.2 µM), for inactives: top-dose activity change, negative = inhibition, actives largely listed as inhibitors | hit rate 0.2% among 360,000;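 note: potency is the fitted concentration of half-maximal effect; 0% = vehicle wells and -100% = peptide control; nearly all actives have a fitted effect of over 45% in size; some results filed as inactive show a strong effect at the top dose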
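AMA1 (3D7) with his tag at 25 nM final met compounds first, then biotinylated RON2 peptide at 25 nM; detection used donor plus acceptor beads, 10 µg/mL apiece, read by AlphaScreen after 30 min at room temperature.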
AmpC inh detg: AmpC beta-lactamase inhibition with detergent present. AmpC hydrolysis of nitrocefin, absorbance 480 nm, 0.01% Triton. Potency, µM (top dose mostly 114 µM), for inactives: at the top dose activity change, negative = inhibition, usual class: inhibitors. hit rate 0.041% among 370,000;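 note: potency is the fitted concentration of half-maximal effect; 0% = no-compound wells and -100% = no-enzyme wells; nearly all actives have a fitted effect of over 25% in size; some results filed as inactive show a strong effect at the top dose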
Target sequence (P00811 whole entry, looked up): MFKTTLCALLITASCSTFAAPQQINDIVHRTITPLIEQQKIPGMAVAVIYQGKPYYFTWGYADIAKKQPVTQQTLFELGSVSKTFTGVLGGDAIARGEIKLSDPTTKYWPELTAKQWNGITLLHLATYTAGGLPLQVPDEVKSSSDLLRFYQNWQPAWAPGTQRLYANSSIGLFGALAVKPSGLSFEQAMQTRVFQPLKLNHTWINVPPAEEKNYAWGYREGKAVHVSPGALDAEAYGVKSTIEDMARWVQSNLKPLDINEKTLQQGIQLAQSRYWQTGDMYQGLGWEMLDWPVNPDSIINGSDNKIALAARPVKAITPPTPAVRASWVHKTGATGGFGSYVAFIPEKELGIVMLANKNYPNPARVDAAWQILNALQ
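20 mM phosphate pH 7.0 + 0.01% (detergent screen) or 0.0001% Triton X-100; 5.3 nM AmpC reagent; cpd preinc 15 min RT; nitrocefin (800 uM stock) to start; A480 q20 s × 4 min; Activity was normalised to no-enzyme and no-compound control wells.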
HCMV inh: human cytomegalovirus inhibition. activity change, negative = inhibition, % at 57.5 µM. hit rate 4.5% among 410,000. HFF cells, HCMV-luciferase reporter, 72 h; hits give low values; in the data active = activity change below about -60%; inconclusive = no clear call, values can overlap the other calls; inactive = above about -39%
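Inhibition of viral replication was scored as loss of reporter luminescence in HFFs infected with HCMV-luciferase (MOI 1 PFU/cell) for 72 h; compounds tested at 2 doses, normalized to buffer and Salinomycin controls.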
HCV inhibitor: inhibitors of hepatitis C virus infection; Huh7.5.1 HCVcc-Cre infection, luciferase reporter, 44 h; Potency, µM (doses to about 41.8 µM), inactives show top-dose activity change, negative = inhibition, most hits filed as inhibitors; hit rate 3.4% among 340,000; note: potency is the fitted concentration of half-maximal effect
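Whole-lifecycle infectious HCVcc-Cre system; cells 1,000/well, compound then virus (~0.5 moi) added 4 h after plating, 44 h culture. Luciferase read 15 sec following 15 min substrate incubation, room temp.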
Sm TGR block: blocks Schistosoma mansoni thioredoxin glutathione reductase; Potency, µM (highest dose often 114 µM), without a hit: at the top dose activity change, negative = inhibition, hits mostly inhibitors; hit rate 3% among 360,000; purified TGR, DTNB reduction, TNB absorbance 405 nm; note: potency is the fitted concentration of half-maximal effect; nearly all actives have a fitted effect of over 60% in size
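Kinetic colorimetric format: TGR-catalysed, NADPH-driven DTNB reduction monitored via TNB absorbance. Enzyme dispensed at 20 nM; compound exposure 15 min at room temperature before reaction start.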
Giardia FBPA inh: inhibitors of Giardia lamblia fructose-1,6-bisphosphate aldolase; A8B2U2; purified Giardia FBPA; Potency, µM (series often up to 59.6 µM), for inactives: at the top dose activity, negative = inhibition, actives largely listed as inhibitors; hit rate 0.71% among 290,000; note: potency is the fitted concentration of half-maximal effect; nearly all actives have a fitted effect of over 55% in size
Target sequence (A8B2U2 whole entry, looked up): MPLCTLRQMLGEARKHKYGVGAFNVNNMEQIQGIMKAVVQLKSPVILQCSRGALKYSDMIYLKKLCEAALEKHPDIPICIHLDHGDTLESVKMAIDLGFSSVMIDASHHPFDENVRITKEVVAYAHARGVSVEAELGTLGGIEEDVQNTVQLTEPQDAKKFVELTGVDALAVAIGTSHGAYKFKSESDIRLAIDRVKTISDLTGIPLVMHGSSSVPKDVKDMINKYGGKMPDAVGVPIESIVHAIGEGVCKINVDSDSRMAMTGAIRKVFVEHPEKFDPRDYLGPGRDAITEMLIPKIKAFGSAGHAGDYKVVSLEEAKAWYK
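Giardia FBPA (40 nM reagent) was preincubated 10 min at RT with compound (up to 57.5 uM final), then substrate plus GAPDH/TPI/NAD/arsenate coupling system with diaphorase/resazurin was added; resorufin fluorescence (525/598 nm) was read after 20 min.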
Active calls of the source: *; ? = inconclusive; nt = no result given; & = joins results of further samples; [ ] = remark or other dose. Unless noted, calls come from the whole dose curve; as a rule, active = well fitted curve in the direction sought with a large enough effect; inconclusive = small, poorly fitted or top-dose-only effect, or another doubt; inactive = no such curve, though single readings can be large; an effect the other way counts as inactive or inconclusive. Unless noted, % is set by controls: 0 for no effect and ±100 for the full control effect.

SMILES	AMA1-RON2 inh	AmpC inh detg	HCMV inh	HCV inhibitor	Sm TGR block	Giardia FBPA inh
CCOc1ccccc1OCCn1ncc2ccc(OC)c(OC)c2c1=O	-7%	?	21	4%	10%	7%
COc1cc(CN2CCN(c3cccc(C)c3C)CC2)cc(Br)c1O	?	?	-10	?	-27%	-15%
CCOc1cccc(-c2nnc3sc(-c4cc(OC)c(OC)cc4OC)nn23)c1	nt	?	nt	nt	-21%	6%
CC(C)OCCCNc1nc2c([nH]1)c(=O)n(C)c(=O)n2C	-3%	-22%	-2	-1%	-22%	-2%
COc1ccccc1N1C(=O)CC(N2CCN(c3ccc(Cl)cc3)CC2)C1=O (configuration not stated)	10%	-11%	-24	4%	-26%	3%
CCCn1c(CNC(=O)Cc2ccccc2)nc2ccccc21	0%	1%	?	?	-12%	1%
COc1ccc(OC)c(NC(=S)NCc2ccc(S(N)(=O)=O)cc2)c1	-2%	1%	11	25%	0%	6%
Cc1ccc(C(=O)C2=C(O)C(=O)N(Cc3cccnc3)C2c2ccc(N(C)C)cc2)o1 (configuration not stated)	-21%	5%	-14	15%	-34%	nt
O=C(CSc1nccn(-c2ccc(Br)cc2)c1=O)NCc1ccccc1	-7%	-2%	?	6%	-29%	nt
Cc1cccc(NC(=O)c2ccc(NCC3CCCO3)c([N+](=O)[O-])c2)n1 (configuration not stated)	-8%	-5%	64	?	9%	-12%
CCC(C)(C)n1nnnc1C(c1ccc(C)cc1)N1CCN(Cc2cccnc2)CC1 (configuration not stated)	1%	?	-10	16%	?	3%
Cc1ccc(NC(=O)Nc2cc(S(=O)(=O)N(C)C)ccc2C)cc1	0%	-8%	26	-22%	3%	-30%
CCOC(=O)c1c(C)[nH]c(C(=O)COC(=O)COc2ccccc2C)c1C	-2%	-11%	80	-1%	-14%	5%
CCOC(=O)c1cc(-c2ccccc2)nn1CCC#N	-9%	-7%	6	-5%	9%	1%
CCc1nnc(SCc2cccc(F)c2)nc1CC	25%	nt	18	?	nt	nt
CCOC(=O)N1CCN(C(=S)Nc2ccccc2C(C)C)CC1	-5%	10%	21	2%	-6%	0%
CC(C)Cn1c(N)c(C(=O)CSc2nnc(C3CC3)n2C2CC2)c(=O)n(C)c1=O	-10%	-7%	-1	5%	-3%	nt
COc1ccc(C2(O)CCN(C(=O)c3c(F)cccc3F)CC2)cc1	-2%	?	20	-8%	-1%	-2%
CCC(C)(C)n1nnnc1C(C(C)C)N1CCN(C)CC1 (configuration not stated)	13%	-18%	47	12%	-25%	-9%
CCNc1c(NS(=O)(=O)c2ccc(OC)c(Cl)c2)c(=O)oc2ccccc12	-1%	?	12	-8%	1%	-2%

Whole records, looked up by structure. Order of screens: AMA1-RON2 inh	AmpC inh detg	HCMV inh	HCV inhibitor	Sm TGR block	Giardia FBPA inh
CCc1nnc(SCc2cccc(F)c2)nc1CC in the list: 25%	nt	18	?	nt	nt
COc1ccc(C2(O)CCN(C(=O)c3c(F)cccc3F)CC2)cc1 in the list: -2%	?	20	-8%	-1%	-2%

Looked up above.
Under Sm TGR block, Cc1cccc(NC(=O)c2ccc(NCC3CCCO3)c([N+](=O)[O-])c2)n1 (configuration not stated) is listed with 9%
Under Giardia FBPA inh, CCOc1cccc(-c2nnc3sc(-c4cc(OC)c(OC)cc4OC)nn23)c1 is listed with 6%
Under AMA1-RON2 inh, CCc1nnc(SCc2cccc(F)c2)nc1CC is listed with 25%
Under AMA1-RON2 inh, COc1ccc(C2(O)CCN(C(=O)c3c(F)cccc3F)CC2)cc1 is listed with -2%

Returning to the listing, starting two compounds before the break.
SMILES	AMA1-RON2 inh	AmpC inh detg	HCMV inh	HCV inhibitor	Sm TGR block	Giardia FBPA inh
CCC(C)(C)n1nnnc1C(C(C)C)N1CCN(C)CC1 (configuration not stated)	13%	-18%	47	12%	-25%	-9%
CCNc1c(NS(=O)(=O)c2ccc(OC)c(Cl)c2)c(=O)oc2ccccc12	-1%	?	12	-8%	1%	-2%
COc1ccc(-c2ccc(-c3cc(=O)oc4c(C(C)C)ccc(C)c34)cc2)cc1	-1%	nt	2	14%	nt	-4%[89.2 µM]
CSc1nc(C)c(CCOCc2ccccc2)c(=O)[nH]1	-1%	-8%	39	3%	0%	-3%
COc1ccc(S(=O)(=O)N(CC(=O)NCc2ccncc2)c2cc(C)cc(C)c2)cc1OC	9%	4%	-20	14%	-16%	nt
O=C(Nc1ccccc1)N(Cc1ccc2c(c1)OCO2)C1CCN(Cc2ccccc2)CC1	nt	18%	-14	nt	0%	nt
COc1ccc(-n2cc(-c3ccccc3)c3c(N4CCOCC4)ncnc32)cc1	?	3%	-39	?	1%	-2%
COc1ccc(C2C(C(=O)O)c3ccccc3C(=O)N2Cc2ccco2)cc1 (configuration not stated)	24%	-5%	33	12%	-13%	-2%
CCc1ccc(NC(=O)C2CC(=O)N=C(N)S2)cc1 (configuration not stated)	0%	1%	1	5%	-4%	1%
COC(=O)c1sccc1NC(=S)NCc1ccc(Cl)cc1	77%[activator]	-7%	?	4%	-27%	-12%
O=C(Nc1ccccc1)Nc1ccc(S(=O)(=O)N2CCCCC2)cc1	-2%	-17%	-14	-5%	0%	-4%
CC(C)c1ccc(N(CC(=O)NCc2ccco2)C(=O)CCC(=O)Nc2ccccn2)cc1	-3%	1%	-6	?	-23%	-3%
CCc1ccc(C(=O)N/N=C(\C)c2ccncc2)s1	54%[activator]	3%	112	?	2%	nt
CCOC(=O)N1CCN(C(=O)CNC2CCCCCCC2)CC1	2%	-6%	-27	-7%	-12%	?
COc1ccc(CN2CC[C@H]3C=CC[C@@H](C(=O)N4CCOCC4)[C@H]3C2=O)cc1OC	0%	nt	3	16%	nt	nt
O=C(C(=O)N1CCOCC1)c1cn(Cc2ccc(F)cc2)c2ccccc12	1%	2%	?	-17%	-1%	-2%
Cc1ccc(Cl)cc1NC(=O)C1COc2ccccc2O1 (configuration not stated)	11%	-3%	?	-22%	10%	-6%
O=C(NCCC(=O)N1CCc2ccccc21)c1ccco1	-13%	6%	10	11%	9%	-2%
O=C(COc1ccc(F)cc1)NNC(=O)Cn1ccc(C(F)(F)F)n1	95%[activator][11.6 µM]	nt	69	2%	nt	nt
C=CCn1c(SCC(=O)NC(=O)NCc2ccco2)nc2sc(C)c(C)c2c1=O	-6%	-13%	51	-28%	-17%	0%
CC1(C)CC(=O)C2=C(C1)N(C1CCCCC1)C(=O)C2(O)C(F)(F)F (configuration not stated)	13%	-12%	14	4%	2%	3%
COc1ccc(CC(=O)NNc2ncnc3c2cnn3Cc2ccccc2)cc1OC	86%[activator]	-6%	28	-20%	3%	5%
Cc1cc(NC(=O)CSc2nc3sc(C)c(C)c3c(=O)n2C2CCCC2)no1	-5%	3%	27	-30%	12%	2%
CCOC(=O)c1[nH]c(C(=O)O)c(CCN(CC)CC)c1C	1%	2%	-11	17%	-12%	nt
CC(C)NC(=O)CSc1cn(CC(=O)N2CCCCCC2)c2ccccc12	nt	-2%	?	nt	3%	nt
Cn1c(NCc2ccccc2O)nc2ccccc21	15%	-6%	112	6%	0%	6%
CC(=O)N1c2ccc(S(=O)(=O)N3CCCCCC3)cc2CC1C(=O)NCc1cccc(F)c1 (configuration not stated)	nt	-8%	-21	nt	1%	nt
O=C(NCCc1csc(-c2cccc(F)c2)n1)c1ccco1	2%	-4%&3%	?	10µM*	-2%&0%	nt
COc1cc(OCC(N)=O)cc(OC)c1OC	15%	19%	19	4%	1%	-1%
Cc1ccc(O)c(C2=NCCNC(C(F)(F)C(F)F)=C2)c1	0%	-6%	-15	-18%	-3%	1%
CC12c3ccccc3C(c3ccccc31)C1C(=O)N(Cc3cccnc3)C(=O)C12 (configuration not stated)	-11%	8%	40	22%	7%	2%
O=C(O)c1ccc2c(=O)n3c(nc2c1)/C(=C/c1ccc(F)cc1)CC3	-19%	-7%	31	5%	1%	-25%
O=C(NCCCN1CCN(c2ccccc2F)CC1)c1ccc2nc(N3CCCCC3)sc2c1	nt	3%	94	nt	-1%	nt
Cc1ccc(C(=O)Nc2ccc(S(=O)(=O)N3CCc4ccccc4C3)cc2)o1	-5%	4%	-39	?	-6%	2%
CCCOc1ccc([N+](=O)[O-])c(N)c1	6%	?	-14	-5%	-2%	-4%
Cc1cc2c(N3CCCCC3C)ncnc2s1 (configuration not stated)	-2%	-4%	?	?	-21%	-4%
COc1ccc(-c2cn3nc(N4CCC(C(=O)Nc5cccc(OC)c5)CC4)sc3n2)cc1	nt	-5%	0	nt	-11%	nt
OCCC1CN(Cc2ccc3nsnc3c2)CCN1C1CCCCC1 (configuration not stated)	-4%	3%	11	-11%	0%	-2%
Cc1cc(N/N=C/c2ccc(O)cc2O)nc(N2CCOCC2)n1	35%[activator]	0%	-6	?	2%	-2%
COc1ccc(C(CNC(=O)c2ccccc2SC)N(C)C)cc1 (configuration not stated)	-3%	1%	9	3%	0%	7%
COCCn1nnnc1C(CC(C)C)N1CCN(c2ccccc2)CC1 (configuration not stated)	5%	-4%	0	-14%	-6%	3%
CC1Cc2ccccc2N1CC(=O)NCc1ccccc1Cl (configuration not stated)	4%[11.6 µM]	1%	34	?	1%	0%
Cc1ccc2nc(-c3ccc(Cl)s3)c(Nc3ccc4c(c3)OCCO4)n2c1	nt	7%	33	nt	0%	nt
Cc1ccc(NC(=O)c2ccc(NCc3ccc(F)cc3)nc2)cc1	?	-2%	-105*	-4%	-4%	7%
COc1ccccc1N1CCN(C(=O)c2cc(-c3ccc(C)c(F)c3)on2)CC1	nt	22%	-18	nt	1%	nt
C[n+]1c2n(c3ccccc31)N=C(c1ccc(-c3ccccc3)cc1)CS2	-8%	9%	-99*	7.1µM*	14%	-4%
Cc1cc(N)n2ncc(-c3ccc(F)cc3)c2n1	36%[activator]	-3%	122	10µM*	-11%	-4%
CCc1ccc(C(=O)c2c(N)c(-c3nc(-c4ccc5c(c4)OCO5)cs3)c3ccccn23)cc1	nt	18%	11	nt	2%	nt
Cc1ccc(NC(=O)CN(C)C(=O)c2cc(C)on2)cc1	13%[11.6 µM]	-9%	-13	9%	-3%	nt
N#C/C(=C(/O)CCl)c1nc2c(s1)CCc1ccccc1-2	-15%	-4%	42	?	7.9µM*	14µM*
CCOC(=O)CSCCOc1ccc(C=C2C(=O)NC(=O)NC2=O)cc1OC	3%	2%	-27	16%	?	-17%
CC(C)(C)c1ccc(-c2cn(-c3ccc(Br)cc3)c3[n+]2CCCS3)cc1	9%	-8%	-98*	?	3%	0%
COc1ccc(S(=O)(=O)NCCSCc2ccco2)cc1Cl	28%	?	-21	7%	32µM*	5%
COc1cc(C(=O)NC(=S)Nc2csc(-c3ccc(F)cc3)n2)cc(OC)c1OC	1%	3%	68	-4%	-8%	?
Cc1ccc(-c2nn(C)c(=O)c3ccccc23)cc1CNC(=O)c1ccco1	2%	1%	4	-14%	4%	-17%
O=c1c2cc3c(nc2ncn1Cc1ccc(Cl)cc1)CCCC3	nt	7%	29	nt	?	nt
COc1ccc(-c2cn3nc(N4CCC(C(=O)Nc5ccccc5OC)CC4)sc3n2)cc1	nt	-7%	0	nt	-12%	nt
O=c1cc(CSc2ncn[nH]2)[nH]c2c(Cl)cccc12	nt	0%	-1	nt	3%	nt
COc1cccc2c(C)cc(N3CCCCCC3)nc12	11%	6%	-15	1%	-19%	4%
C/C(=N\NC(=O)c1nnn(-c2nonc2N)c1-c1cccs1)c1cccnc1	3%	-3%	0	13%	-7%	nt
